RMI FANCM FP = inhibitors of human RMI core complex binding to FANCM MM2; Fluorescence polarization, RMI core complex with F-MM2 peptide; active compounds read low; FP signal (polarization) at 33 µM; 0.58% of 70,000 active; in the data active = FP signal below about 40; note: inactives centre near 61; strong numbers were not always called active; unit not given here
* hit, by the source's call; & = joins results of further samples. A portion of the library; the hit share may differ from the screen's.

SMILES	RMI FANCM FP
O=C(Nc1ccccc1C(F)(F)F)N1CCN(c2ccc(-c3ccncc3)nn2)CC1	67
CCCCN(C)S(=O)(=O)c1ccc(C(=O)Nc2nc3c(Br)cccc3s2)cc1	79
O=C(O)[C@@H](O)[C@@H](O)[C@H](O)CO	60
Cc1cc(=O)n2c(n1)SCC2CC(=O)N1CCC(C(N)=O)CC1 (configuration not stated)	56
COc1ccc(CN2CC(c3nc(-c4cccs4)no3)CC2=O)cc1 (configuration not stated)	64
O=C(O/N=C(/Cn1nnc(N2CCOCC2)n1)c1ccc(Cl)cc1)c1ccc(Cl)cc1Cl	60
COc1ccc(-c2nnc(N)s2)cc1OC	58
CC12CC(NC(=S)N1c1ccc(F)cc1F)c1ccccc1O2 (configuration not stated)	63
CCCOc1ccccc1N1C(=O)C2ON(c3ccccc3)C(c3ccc(N(C)C)cc3)C2C1=O (configuration not stated)	56
CCCN(CCC)S(=O)(=O)c1ccc(C(=O)Nc2ccc(F)cc2)cc1	56

3 entries from above in a different format:
O=C(O)[C@@H](O)[C@@H](O)[C@H](O)CO
  RMI FANCM FP: 60

Cc1cc(=O)n2c(n1)SCC2CC(=O)N1CCC(C(N)=O)CC1 (configuration not stated)
  RMI FANCM FP: 56

COc1ccc(CN2CC(c3nc(-c4cccs4)no3)CC2=O)cc1 (configuration not stated)
  RMI FANCM FP: 64

(next part)
SMILES	RMI FANCM FP
CCOC(=O)N1CCN(S(=O)(=O)c2ccc(C(=O)N(CCN(C)C)c3nc4c(Cl)cccc4s3)cc2)CC1	77
O=C(Nc1ccccn1)c1ccc([N+](=O)[O-])cc1Cl	60
CCOc1ccc(-c2noc(-c3nnn(-c4ccccc4Cl)c3N)n2)cc1	89
Cc1ccc(Cl)cc1S(=O)(=O)NCCN1CCN(c2ccccc2)CC1	64
Cc1nc2c(=O)[nH]nc(-c3cccs3)c2s1	68
COCCCNc1oc(-c2ccc(Cl)cc2)nc1S(=O)(=O)c1ccccc1	63
S=c1nc(-c2ccccc2)n(Cc2ccccn2)c2c1CCCC2	62
O=C(CSc1ccc(F)cc1)Nc1ccc2c3c(cccc13)CC2	54
NC(=O)Cn1nc(-c2cccs2)c2sc(N3CCCCC3)nc2c1=O	67
COc1ccc(NC(=O)c2c(F)cccc2F)cc1N1CCCCC1=O	54
CCSc1nnc(NC(=O)c2snnc2CC)s1	54
Cc1ccc(NCc2cc3cc4c(cc3n(CC(=O)NCc3ccccc3)c2=O)OCCO4)cc1	57
COC(=O)CNC(=O)c1cn(-c2ccccc2)nc1-c1ccc(OC)c([N+](=O)[O-])c1	63
O=C(Nc1ccccc1-c1nc2ccccc2[nH]1)c1ccc(S(=O)(=O)N2CCc3ccccc3C2)cc1	60
COc1ccc(/C(C)=N\Nc2c([N+](=O)[O-])cc(C(F)(F)F)cc2[N+](=O)[O-])cc1CN1CCOCC1	54
O=c1c(-c2cc(O)c(O)c(O)c2)coc2cc(O)c(O)c(O)c12	54
CCOc1cc(-c2nnc(NC(=O)c3cccc(Oc4ccccc4)c3)o2)cc(OCC)c1OCC	61
C#CCN1CC(OCC)=CC1=O	49
CCCCOc1ccc(C(=O)Nc2ccc3ncsc3c2)cc1	54
CC(=O)Nc1ccc(NC(=O)C2CCCN(c3ccc(-c4ccc(Cl)cc4)nn3)C2)cc1 (configuration not stated)	104
CCCCN1C(=O)N(c2nnc(C(C)(C)C)s2)C(=O)C1c1ccc(F)cc1 (configuration not stated)	57
COCCCNC(=S)NNC(=S)NCCCOC	65
COc1ccccc1C(=O)NCCOc1ccc2nnc(-c3ccccc3OC)n2n1	71
COC(=O)c1ccc(C#Cc2ccccc2)o1	62
CCOC(=O)c1ccc(NC(=O)c2ccccc2NC(=O)c2ccccc2)cc1	62
CSC(=NCCC1CC1(Cl)Cl)NC#N (configuration not stated)	56
CC(C)(Oc1ccc(Cl)cc1)C(=O)Nc1c2c(nn1-c1ccc(F)cc1)CSC2	58
CSc1ccc(NC(=O)C2CCCC2)nn1	63
O=c1ccc(-c2ccccc2)nn1CCCNS(=O)(=O)c1ccc2c(c1)CCCC2	69
NC(=O)c1cc2cc(F)ccc2[nH]1	60

Laid out differently: entries from further up
canonical_smiles | RMI FANCM FP
CCOC(=O)c1ccc(NC(=O)c2ccccc2NC(=O)c2ccccc2)cc1 | 62
CSC(=NCCC1CC1(Cl)Cl)NC#N (configuration not stated) | 56

Further structures follow.
SMILES	RMI FANCM FP
O=C(NCCn1ncc2c(=O)n(Cc3ccccc3)cnc21)c1cccc(C(F)(F)F)c1	67
Cc1nnsc1C(=O)Nc1ccc(-c2cn3c(n2)SCC3)cc1	55
O=C(Cc1cc(=O)[nH]c(SCc2ccccc2F)n1)NCc1ccc(F)cc1	63
C=CCc1cccc2cc(C(C)=O)c(=O)oc12	57
O=C1c2ccccc2C(=O)c2cc(Cl)c(Cl)cc21	60
Cc1csc2nc(CNS(=O)(=O)c3cccs3)cn12	61
O=C(Cc1ccc(F)cc1)Nc1nc(-c2nc3ccccc3s2)cs1	55
COc1cc(C)c(C)cc1S(=O)(=O)Nc1ccc2c(c1)N(C(=O)c1cccs1)CC2	84
O=c1[nH]nc(SCCS(=O)(=O)c2ccc(F)cc2)n1C1CC1	52
Cc1c2nc3ccccc3c-2c2c(n1O)CC(C)(C)C/C2=N/O	58
CCOC(=O)c1c(NC(=O)CCC(=O)O)sc(C)c1-c1ccccc1	53
COc1ccc(-c2nnc3ccc(OCCNC(=O)c4ccccc4F)nn23)cc1OC	72
CC12CCC(C/C1=N/Nc1ccc([N+](=O)[O-])cc1[N+](=O)[O-])C2(C)CBr (configuration not stated)	59
COC(=O)c1ccc2c(=O)n(CCCC(=O)NC(C)C)c(=S)[nH]c2c1	64
O=S(=O)(c1ccc2c(c1)CCCC2)N1CCN(c2ccc(-c3ccco3)nn2)CC1	73
Cc1cc(C(=O)N2CCNC(=O)C2(C)C)nn1C	55
O=C(NCc1ccc2c(c1)OCO2)c1cc2cc(Cl)ccc2[nH]1	58
CC(C)C(=O)Nc1ccc2ncsc2c1	65
CCOC(=O)Nc1ccc2c(c1)CCCN2C(=O)c1cccs1	53
CCCc1nnc(SCC(=O)Nc2nc(-c3ccccc3)cs2)n1-n1cccc1	54
O=c1ccc(-c2cccs2)nn1CCCNS(=O)(=O)c1cc(F)ccc1F	69
O=C(Cn1c2ccc(F)cc2c2ncn(Cc3ccccc3)c(=O)c21)NCc1ccc2c(c1)OCO2	116
Nc1nc(SCC(=O)Nc2ccc([N+](=O)[O-])cc2)[nH]c(=O)c1NC(=O)c1ccc(Br)o1	74
COc1ccc(-c2ccc(N3CCN(C(=O)COc4ccc5c(c4)OCO5)CC3)nn2)cc1	78
O=C(CSc1ncc(-c2ccc(F)cc2)o1)N1CCN(c2ccccc2F)CC1	71
CCOC(=O)CCNC(=O)N1CCn2cccc2C1c1ccc(Cl)cc1Cl (configuration not stated)	56
COc1ccccc1-c1cnn2c(N3CCN(Cc4ccccc4)CC3)cc(C)nc12	60
CCOC(=O)c1c(NC(=O)c2cc(Cl)sc2Cl)sc2c1CC(C)(C)NC2(C)C	77
Cc1ccc(S(=O)(=O)Nc2ccccc2C(=O)N2CCN(c3nc4ccc(Cl)cc4s3)CC2)cc1	62
O=C(Nc1nc2ccc(Cl)cc2s1)c1ccc(C(F)(F)F)cc1	55
N#Cc1ccccc1NC(=O)c1ccc(C(=O)Nc2ccccc2C#N)s1	59
CSc1cccc(NC(=O)Cn2cnc3c(-c4ccc(Cl)cc4)csc3c2=O)c1	148
O=C(NCCN1CCN(c2ccccc2F)CC1)C(=O)NC1CCCCCC1	66
CCOC(=O)c1cc(C(=O)OC)c(C)nc1N1CCC(NC2CCCCC2O)CC1 (configuration not stated)	59&60
COc1ccc(CCn2c(SCC(=O)Nc3cc(C)on3)nc3ccccc3c2=O)cc1OC	85
CN(C)c1ccc(-n2nnnc2SCc2ccc(Cl)cc2)cc1	55
Cn1cc(C(=O)Nc2ccc(S(N)(=O)=O)cc2)c2[nH]c(=O)n(-c3ccc(Cl)cc3)c(=O)c21	56
O=C(Nc1ccc2c(c1)N(C(=O)c1ccco1)CC2)c1ccc(F)cc1Cl	74
Cn1c(=O)c2c(SCC(=O)NCC3CCCO3)nc(-c3ccccc3Cl)nc2n(C)c1=O (configuration not stated)	78
COc1ccc(-c2cccc(NS(=O)(=O)c3ccc4c(c3)CCCC4)c2)nn1	61
Cc1ccc(C(=O)NCc2ccc3c(c2)OCO3)cc1C	61
Cc1ccc(OCc2nnc(SCc3c(F)cccc3Cl)n2-c2ccccc2)c2c1CCC2	57
COc1ccc(OC)c(-c2ccc(=O)n(CCNC(=O)C(C)Oc3ccccc3F)n2)c1 (configuration not stated)	67
COc1ccc(-c2ccc(N3CCN(C(=O)c4cc(OC)cc(OC)c4)CC3)nn2)cc1	72
CCOC(=O)N1CCN(CC(O)COc2ccc(Br)cc2Br)CC1 (configuration not stated)	63
CC1(C)COC(c2ccc(Br)cc2)=N1	69
O=C(Nc1cccc(-c2cn3c(n2)SCC3)c1)c1ccc2ccccc2n1	69
COc1ccc(S(=O)(=O)N2CCC(Cc3ccccc3)CC2)cc1OC	50
COc1ccc(Cl)cc1C(=O)NCCCS(=O)(=O)N1CCN(c2ccccn2)CC1	56
Nc1nnc(-c2cccc(Cl)c2)o1	66
(list continues)
SMILES	RMI FANCM FP
O=C(NCCc1nnc2ccc(SCc3ccc([N+](=O)[O-])cc3)nn12)c1ccccc1	55
O=C(CSc1ncccn1)Nc1ccc(F)c(Cl)c1	47
Nc1nc(SCC(=O)NCc2cccnc2)nc2sc3c(c12)CCCC3	60
CCOC(=O)Cc1nn(Cc2nc(-c3ccc4c(c3)C(C)(C)CCC4(C)C)cs2)c(=O)c2ccccc12	60
O=C(Nc1ccc2c(c1)C(=O)NC2=O)c1cccc(N2C(=O)CCC2=O)c1	63
Cc1cccc(NC(=S)NC(C)C(c2cccs2)N2CCN(C)CC2)c1C (configuration not stated)	59
O=C1C(=O)N(CNc2cccc([N+](=O)[O-])c2)c2ccccc21	59
Cc1ccnc(NC(=O)NCCCSc2nc(C)cc(C)n2)n1	54
CCc1c(C)nc(SCC(=O)Nc2nccs2)[nH]c1=O	54
CCOC(=O)c1ccc(NC(=O)CC2CCCCN2S(=O)(=O)c2ccccc2)cc1 (configuration not stated)	71
O=C(Nc1nnc(-c2ccc(Cl)cc2)o1)c1ccc(Br)cc1	60
Nc1nc2cc3sc(N)nc3cc2s1	60
CCOc1ccc(S(=O)(=O)Nc2ccc3c(c2)CN(C(=O)c2ccco2)CC3)cc1	70
O=C(COc1ccccc1)Nc1nonc1NC(=O)COc1ccccc1	57
Cc1cc(N)n(-c2nc3c(cnn3-c3cccc(C)c3C)c(=O)[nH]2)n1	67
Cc1nnc2sc(SCC(=O)Nc3cc(=O)n(C)c(=O)n3C)nn2c1=O	53
O=C(c1ccc(F)cc1)N1CCN(c2ccccn2)CC1	63
N#Cc1c(NC(=O)CCCS(=O)(=O)c2ccc(F)cc2)sc2c1CCC2	53
CCc1ccc(-c2csc(NC(=O)c3ccc(S(=O)(=O)N4CCCC4)cc3)n2)cc1	51
CC[C@H](CO)NCCN[C@H](CC)CO	55
c1ccc(C[C@H]2COC(C3=N[C@H](Cc4ccccc4)CO3)=N2)cc1	57
COCc1snnc1C(=O)OC	59
CN(C)C(CNC(=O)c1cccc([N+](=O)[O-])c1)c1cccs1 (configuration not stated)	55
CN(C)S(=O)(=O)c1ccc(I)cc1	58
O=C(NNC(=S)Nc1ccc(Cl)cc1)c1ccco1	57
Cc1cc(C)n(CCC(=O)Nc2cccnc2)n1	63
O=C(O)/C(Cc1ccccc1[N+](=O)[O-])=N/Nc1ccccc1	60&55
CC(C)(C)n1ncc2c(=O)n(Cc3ccccc3F)cnc21	60
O=C(NCCOc1ccc2c(c1)OCO2)c1ccccc1C(F)(F)F	61
N#CCCC(C#N)(CCC#N)C(N)=O	50
CCS(=O)(=O)c1ccc(-c2ccc(NS(=O)(=O)c3cc(OC)ccc3OC)cc2)nn1	58
C=CCn1c(-c2ccc(Cl)cc2)csc1=Nc1ccc(N=Nc2ccccc2)cc1	62
CCSc1nc(-c2ccc(OC)c(OC)c2)cc(C(F)(F)F)c1C#N	114
Cc1cc(C)c(C)c(S(=O)(=O)Nc2cccc(Cl)c2)c1C	72
CC(Sc1nnnn1-c1ccc(Cl)cc1)C(=O)Nc1sc2c(c1C#N)CCCC2 (configuration not stated)	69
COc1ccc(S(=O)(=O)O/N=C(/C)c2ccc(F)c(F)c2)cc1OC	52
COc1cc(NC(=O)NCCc2ccc3c(c2)CCCN3C)cc(OC)c1	63
C/C=N\NC(=O)COc1cccc2ccccc12	58
Cc1cc(C)c2c(c1)sc(=NC(=O)Cc1ccc(C)c(C)c1)n2C	87
O=C(c1ccccc1)N1CCc2ccc(NS(=O)(=O)c3ccc4c(c3)OCCO4)cc2C1	64

Look-ups from the entries so far.
O=C(c1ccccc1)N1CCc2ccc(NS(=O)(=O)c3ccc4c(c3)OCCO4)cc2C1 | RMI FANCM FP = 64
CCS(=O)(=O)c1ccc(-c2ccc(NS(=O)(=O)c3cc(OC)ccc3OC)cc2)nn1 | RMI FANCM FP = 58
C=CCn1c(-c2ccc(Cl)cc2)csc1=Nc1ccc(N=Nc2ccccc2)cc1 | RMI FANCM FP = 62
Cc1cc(C)c2c(c1)sc(=NC(=O)Cc1ccc(C)c(C)c1)n2C | RMI FANCM FP = 87

The list goes on.
SMILES	RMI FANCM FP
O=C(Cc1cccc2ccccc12)NNc1ncnc2c1cnn2-c1ccc(F)cc1	58
O=C(/C=C/c1ccc2nccnc2c1)c1ccccc1	70
COc1ccc(-c2cc3ccc4c(c3oc2=O)CN(C(C)C)CO4)cc1	-49
CS(=O)(=O)N1CCCCC1C(=O)Nc1nc(-c2nc3ccccc3s2)cs1 (configuration not stated)	68
N#CC(C#N)=NNc1ccc2c(c1)OCCO2	57
Cc1cc(NC(=O)c2nc3ccccc3s2)n(C(C)C)n1	68
O=C(Cc1csc(NC(=O)c2ccc3c(c2)OCO3)n1)NCC1CCCO1 (configuration not stated)	57

Two of the compounds above, with the structure last:
RMI FANCM FP	mol
57	N#CC(C#N)=NNc1ccc2c(c1)OCCO2
68	Cc1cc(NC(=O)c2nc3ccccc3s2)n(C(C)C)n1

Compound activity as filed in PubChem BioAssay.
